From PubChem
CSM14.1 death rescue – rescue of cells from ER stress-induced death, primary screen, 384-well, CSM14.1, thapsigargin, ATP luminescence (AID 1222) | cellular ATP content (survival), % at 20 µM, or EC50 in µM where a hit was titrated | CSM14.1 thapsigargin-induced death rescue, ATP luminescence; higher % means a stronger effect | 190,000 tested, under 10 active;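 active means EC50 below 50 µM in the dose-response confirmation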;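 further: death triggered by thapsigargin at about 15 µM added after 2 h compound pretreatment; cell ATP read after overnight thapsigargin exposure of roughly 18 to 22 hours; normalized against plate controls of thapsigargin alone and 5% DMSO vehicle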
RSV CPE inhibition – RSV antiviral activity via CPE protection, HEp-2 cells, primary 10 µM value included (AID 2391); HEp-2 cells, RSV-induced CPE inhibition; higher % means a stronger effect; one-dose CPE inhibition, % at 10 µM; IC50 in µM for titrated hits; 0.13% of 310,000 active; in the data active means a potency from the dose series; inconclusive means CPE inhibition mostly from about 23% at the one dose, without a potency; inactive means the rest, 99 in 100 with CPE inhibition below about 21%; further: strong numbers were not always called active
Large T inhibition – TAg ATPase/helicase activity blockers – biochemical (AID 1903) | SV40 large T antigen ATPase/helicase inhibition assay; higher % means a stronger effect | inhibition, % at 20 µM; hits with a dose series show IC50 in µM | 0.39% of 310,000 active; in the data active means a potency from the dose series; inconclusive means inhibition mostly from about 32% at the one dose, without a potency; inactive means the rest, 99 in 100 with inhibition below about 32%; further: strong numbers were not always called active
GPR35 arrestin U2OS – GPR35 antagonists blocking zaprinast-driven arrestin recruitment, primary screen, imaging, U2OS, beta-arrestin-GFP, zaprinast agonist (AID 2058); U2OS GPR35 beta-arrestin-GFP translocation imaging, zaprinast antagonism; higher % means a stronger effect; inhibition, % at 10 µM, or IC50 in µM where a hit was titrated; 0.052% of 290,000 active;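 active means inhibition of at least 50% with at least 30 cells and total cytoplasm GFP at most 10,000,000; inconclusive means under 30 cells or total GFP of 10,000,000 plus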
LYP phosphatase – PTPN22 lymphoid phosphatase activity blockers – biochemical, fluorescence intensity, uHTS (AID 1779); 0.054% of 290,000 active; recombinant LYP phosphatase, fluorescence intensity; higher % means a stronger effect; inhibition, % at 11.5 µM; hits with a dose series show IC50 in µM; in the data active means inhibition above about 50%;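 further: plate controls were vehicle with enzyme for no effect and no enzyme for full effect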
PhoP inhibition – inhibitors of PhoP regulon expression, primary screen, Salmonella Typhimurium, GFP reporter (AID 1863); S. Typhimurium PhoP-regulated promoter GFP reporter, 4 h; higher % means a stronger effect; one-dose inhibition, % at 50 µM; IC50 in µM for titrated hits; 0.16% of 300,000 active;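 active means inhibition over 29.93%, a cutoff 3 SD above the screen mean, later confirmed by dose response; inconclusive means inhibition over 29.93% but no dose response follow-up; inactive means inhibition at most 29.93% or unconfirmed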;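 further: 0% = low Mg2+ inducing control and 100% = high Mg2+ repressing control; strong numbers were not always called active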
NS5 inhibitors – Dengue-2 NS5 methyltransferase inhibitors, primary screen, biochemical, confirmation dose response (AID 588689). Dengue-2 NS5 methyltransferase capping enzyme assay, biochemical; higher % means a stronger effect. one-dose inhibition, % at 25 µM; IC50 in µM for titrated hits. 0.3% of 340,000 active; in the data active means a potency from the dose series; inconclusive means inhibition above about 29% without an active follow-up result
West Nile antiviral – West Nile virus antiviral activity, cell-based, CPE readout (AID 1621). CPE inhibition, % at 10 µM, or IC50 in µM where a hit was titrated. 0.02% of 290,000 active. West Nile virus-infected cells, CPE inhibition; higher % means a stronger effect; in the data active means a potency from the dose series; inconclusive means CPE inhibition mostly from about 3.7% at the one dose, without a potency; inactive means the rest, 99 in 100 with CPE inhibition below about 2.2%; further: strong numbers were not always called active
Rac1 GTP hydrolysis – MgcRacGAP GTPase-activating activity inhibitors, confirmation, biochemical, ADP Hunter fluorescence | MgcRacGAP-stimulated Rac1 GTP hydrolysis, ADP Hunter fluorescence; higher % means a stronger effect; GST-tagged Rac1 F28L mutant substrate | one-dose inhibition, % at 30 µM; IC50 in µM for titrated hits | 0.6% of 340,000 active | AID 624330;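 active means first-screen hits whose inhibition reached a set limit at any dose in the follow-up dose series; inconclusive means inhibition above the set first-screen limit but never retested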;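 further: fluorescence reports GDP produced by GAP-driven GTP hydrolysis; strong numbers were not always called active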
NS5 inhibitors pilot replicate – further read-out of NS5 inhibitors, marked with its call; inhibition, %; measured here: pilot screen replicate inhibition
* hit, by the source's call; ? = inconclusive; nt = no result given; & = joins results of further samples.

SMILES	CSM14.1 death rescue	RSV CPE inhibition	Large T inhibition	GPR35 arrestin U2OS	LYP phosphatase	PhoP inhibition	NS5 inhibitors	West Nile antiviral	Rac1 GTP hydrolysis	others
CCC(C)NC(=O)CSc1nc2ccsc2c(=O)n1NC(=O)c1ccccc1 (centres undefined)	-1.2%	0.9%	9%	4%	0%	16%	1%	-0.6%	3%	NS5 inhibitors pilot replicate=-1.5
Cc1cc(NC(=O)CSc2n[nH]c(=O)[nH]c2=O)ccc1Br	-0.5%	0.8%	12%	-4%	-7%	-12%	6%	0.6%	14%
CN(C)S(=O)(=O)N1CCC(Oc2ccc(C(=O)N3C[C@H]4CC[C@H]3C4)cc2)CC1	nt	2.4%	3%	7%	-6%	6%	-1%	-1.2%	-12%
O=C(O)c1cc(N/N=C/C=C/c2ccccc2)ccc1Cl	0.5%	-1.8%	19%	11%	2%	-8%	3%	1.6%	23%
CCc1nc(N2CCN(C(C)=O)CC2)c2c3c(sc2n1)CCCC3	nt	3.1%	12%	12%	-5%	-2%	-1%	-0.5%	10%	NS5 inhibitors pilot replicate=-0.9
COc1cc(/C=C2/C(=N)N3C=CSC3=NC2=O)ccc1OCCCOc1cc(C)ccc1C	-0.4%	-0.2%	4%	2%	-8%	14%	-4%	-0.4%	4%
COc1ccc(S(=O)(=O)N(C)c2ccc(C(=O)N3CCN(C)CC3)cc2)cc1	nt	1.1%	9%	10%	-11%	-3%	-2%	-0.6%	4%
CCn1c2ccccc2c2cc(NC(=O)CSc3nccc(=O)[nH]3)ccc21	-1.6%	14%	7%	-2%	-3%	-3%	-7%	0.1%	12%
CC1CC(=S)Nc2ccccc2N1C(=O)Nc1ccccc1 (centres undefined)	-1.0%	0.8%	6%	-10%	2%	9%	-10%	0.0%	4%
COc1cc(NC(=S)NCc2cccnc2)cc(OC)c1	-3.6%	1.7%	7%	-8%	-13%	3%	-2%	-0.9%	6%
COC(=O)COc1ccc(S(=O)(=O)NCc2ccco2)cc1	2.1%	-1.3%	6%	-3%	-10%	1%	3%	0.3%	8%
CCOc1ccc(CCNC(=O)c2ccc3c(c2)NC(=O)C2CCCN32)cc1OCC (centres undefined)	nt	1.6%	22%	14%	-1%	nt	nt	0.8%	nt
Oc1ccc2ccccc2c1C=NC12CN3CCN(CN(C3)C1)C2	3.0%	2.5%	2%	-11%	-7%	4%	54µM*	0.1%	6%
Cc1noc(C)c1/C=N/Nc1ccccn1	-0.3%	12%	3%	2%	-2%	-1%	4%	-0.3%	4%
COc1cccc(N2CCN(C(=S)Nc3ccc(F)cc3)CC2)c1	nt	2.2%	1%	0%	-7%	-4%	-3%	-0.7%	15%
Cc1nn(C)cc1C1C2=C(CC(C)(C)CC2=O)OC2=C1C(=O)CC(C)(C)C2	-1.9%	2.6%	8%	5%	-1%	-2%	-3%	0.4%	7%
Cc1ccc(C(=O)CSc2nnc(-c3ccco3)o2)o1	-0.8%	-0.6%	13%	10%	0%	19%	0%	0.0%	6%
CC(C)c1cc(NCCCN2CCOCC2)n2c(nc3ccccc32)c1C#N	-0.3%	-0.5%	7%	-5%	-1%	8%	-1%	2.0%	10%	NS5 inhibitors pilot replicate=1.8
O=C(Nc1ccc(NC(=O)c2ccco2)c(Cl)c1)c1ccc2c(c1)OCCO2	nt	2.0%	12%	-4%	-12%	-3%	-16%	0.0%	17%
CCOC(=O)c1ccccc1NC(=O)c1cccc2c1C(=O)N(C1CCN(C(=O)OCC)CC1)C2	-0.6%	0.5%	1%&6%	2%	1%	6%	-6%	-0.5%	1%

Retrieved one by one from the list above, 2 records:
SMILES	CSM14.1 death rescue	RSV CPE inhibition	Large T inhibition	GPR35 arrestin U2OS	LYP phosphatase	PhoP inhibition	NS5 inhibitors	West Nile antiviral	Rac1 GTP hydrolysis	others
CC1CC(=S)Nc2ccccc2N1C(=O)Nc1ccccc1 (centres undefined)	-1.0%	0.8%	6%	-10%	2%	9%	-10%	0.0%	4%
COc1cc(/C=C2/C(=N)N3C=CSC3=NC2=O)ccc1OCCCOc1cc(C)ccc1C	-0.4%	-0.2%	4%	2%	-8%	14%	-4%	-0.4%	4%

(further entries)
SMILES	CSM14.1 death rescue	RSV CPE inhibition	Large T inhibition	GPR35 arrestin U2OS	LYP phosphatase	PhoP inhibition	NS5 inhibitors	West Nile antiviral	Rac1 GTP hydrolysis	others
COc1ccc(S(N)(=O)=O)cc1C(=O)N1CCCC1	-0.3%	-0.2%	0%	9%	-3%	2%	-8%	0.2%	5%
O=C(NC(c1ccccc1)c1c(O)ccc2ccccc12)c1ccccc1Cl (centres undefined)	0.6%	-3.5%	5%	1%	4%	10%	0%	-0.7%	4%
CC(C)NC(=O)N1CCN(c2ccncc2S(=O)(=O)N2CCCCC2)CC1	nt	1.1%	?	-6%	-6%	-4%	-5%	0.3%	4%
CC12CCC(C(=O)NNc3ccc([N+](=O)[O-])cc3)(CC1=O)C2(C)C (centres undefined)	-4.6%	2.5%	3%	16%	-4%	3%	-2%	0.5%	-2%
CCOC(=O)C1=C(C)N(c2ccc(C)cc2)C(=O)/C1=C\c1ccc(O)c(OC)c1	nt	2.4%	33%	-6%	-4%	-11%	1%	-0.1%	14%
CC(=O)N1c2ccccc2Oc2cc3ccccc3cc21	1.7%	11%	1%	5%	-3%	5%	-1%	-1.6%	2%
COc1ccc(/C=C(\C#N)C(=O)C(C)(C)n2cncn2)cc1	-1.6%	1.6%	8%	-9%	-7%	-9%	-68%	0.6%	3%
C=CCn1c(=O)c2c(nc3n2CC(C)CN3CCc2ccccc2)n(C)c1=O (centres undefined)	nt	-0.1%	11%	-9%	-13%	-2%	-6%	-0.2%	8%
O=c1c([N+](=O)[O-])c(N2CCCC2)c2ccccc2n1-c1ccccc1	0.3%	1.0%	5%	5%	-2%	-6%	-1%	-0.9%	8%
Clc1ccc(SCCCN2CCCCC2)cc1	nt	-1.9%	9%	-6%	-8%	4%	-6%	-0.9%	29%
COc1ccccc1Oc1ccc(N/C=C2/CCCC2=O)cc1	-0.5%	1.6%	23%	2%	7%	2%	-6%	-0.5%	8%
COc1ccc(NC(=O)C2CCCN2C(=O)Nc2ccc(OC)cc2)cc1 (centres undefined)	nt	nt	nt	-5%	-13%	nt	-7%	1.5%	3%
Cc1nn(CCCC(=O)NCc2ccc(Cl)cc2)c(C)c1[N+](=O)[O-]	-1.9%	1.1%	9%	14%	-8%	3%	-12%	-1.1%	9%
CN1C2CC(OC(=O)C(CO)c3ccccc3)CC1C1OC12 (centres undefined)	nt	-1.4%&1.3%	8%&3%	-15%&12%	-11%&-5%	2%&-15%	1%&-3%&1%	0.5%&0.6%	2%&1%&6%
O=C(c1cccc(Br)c1)N1CCN(C(=O)N2CCCCC2)CC1	-2.6%	1.2%	24%	-6%	-2%	4%	-2%	-0.7%	4%
CCCN1CCC(=NNC(=O)c2ccc(Br)o2)CC1	-0.9%	-0.8%	-2%	6%	-10%	6%	-9%	0.6%	5%
CCC(=O)N1CC2(c3ccccc3)CN(C(=O)CC)CC(c3ccccc3)(C1)C2=O	-1.1%	-0.3%	-3%	-15%	-5%	2%	0%	-1.0%	8%
COc1ccccc1N1CC(C(=O)OC(C)C(=O)N2CCCc3ccccc32)CC1=O (centres undefined)	-1.0%	1.1%	1%	31%	-3%	-6%	-4%	nt	2%
CNc1nc(Cl)c(SC)c(N2CCOCC2)n1	nt	?	3%	-2%	-7%	-8%	-11%	0.4%	6%
COc1ccccc1N/C(=N/S(=O)(=O)c1ccc(C)cc1)c1ccccc1	-0.8%	5.4%	18%	-4%	-7%	4%	-1%	-1.9%	5%
O=C(c1cc(-c2ccc3c(c2)OCO3)on1)N1CCN(c2ccccc2)CC1	-3.2%	2.8%	1%	0%	-10%	-8%	-3%	0.9%	1%
CCCCC(=O)Nc1ccc2c(c1)OCCO2	-2.8%	2.3%	4%	27%	-8%	12%	1%	0.6%	4%
COc1ccc(OC)c(CNC(=O)C2CCN(S(=O)(=O)N3CCC(C)CC3)CC2)c1	nt	5.7%	12%	-4%	-11%	-9%	-1%	-0.2%	4%
O=C(COC(=O)c1cccnc1SCC(=O)NCc1ccccc1)NCc1ccccc1	3.2%	1.7%	9%	-1%	-7%	-7%	-3%	0.1%	4%
CCC(Sc1nc2ccccc2o1)C(=O)Nc1nnc(C)s1 (centres undefined)	-1.0%	1.0%	11%	nt	-3%	3%	1%	-0.3%	4%
COc1ccccc1/C=C/C(=O)Nc1ccc2c(c1)OCCO2	-3.3%	0.5%	9%	0%	0%	6%	-8%	-0.4%	7%
O=C(Cn1nnc(-c2ccccc2)n1)OCc1ccccc1	2.6%	1.5%	6%	11%	1%	3%	-6%	0.4%	8%
O=C(CCN1C(=O)COc2ccccc21)NCCCN1CCCC1	nt	0.1%	6%	2%	-7%	-4%	-4%	0.4%	-13%
CN(CCC#N)C(=O)COC(=O)c1ccccc1C(=O)c1ccc(Cl)c([N+](=O)[O-])c1	-2.5%	22%	18%	34%	-7%	-6%	-4%	-0.2%	6%
O=C(O)/C=C/c1cccc(OCc2ccccc2)c1	-0.7%	1.0%	5%	10%	0%	-11%	0%	0.0%	10%
Nc1cccc(C2=Nc3cccc4cccc(c34)N2)c1	-1.9%	0.6%	17%	9%	-5%	12%	2%	0.1%	11%
COc1cc(C(C2C(=O)CC(C)(C)CC2=O)C2C(=O)CC(C)(C)CC2=O)ccc1O	nt	0.4%	30%	6%	-8%	4%	62µM*	0.4%	24%
O=S1(=O)CCN(Cc2cccc(Cl)c2)CC1	-1.1%	2.5%	7%	7%	-10%	8%	-6%	0.0%	9%
O=C(CCCSc1nc2ccccc2s1)Nc1nccs1	3.8%	1.9%	4%	-8%	-8%	9%	2%	-1.1%	7%
O=C1CC(c2cccc([N+](=O)[O-])c2)c2c(ccc3ccccc23)N1 (centres undefined)	-1.8%	0.3%	-3%	-13%	-5%	-7%	-7%	-0.2%	2%
O=c1cc(CN2CCCc3ccccc32)nc2sccn12	-0.6%	7.7%	6%	5%	7%	-47%	-3%	0.0%	-4%
COCCn1c(SCC(=O)N2CCCCCC2)nc2c([nH]c3ccccc32)c1=O	nt	2.2%	12%	-1%	-8%	-6%	-7%	-0.5%	5%
C=CCC(C)(NCc1ccccc1)c1ccco1 (centres undefined)	3.7%	2.6%	0%	6%	-12%	22%	2%	0.3%	10%
Cc1ccc(N(C(=O)CCC(=O)Nc2cc(C)on2)C(C(=O)NC2CCCC2)c2ccncc2)cc1 (centres undefined)	2.9%	-0.2%	5%	-4%	-7%	7%	-5%	nt	6%
Cc1cccc(C)c1NC(=S)NC(=O)c1ccccc1F	0.1%	-0.2%	6%	2%	-9%	1%	-1%	0.5%	6%

Outcome played no part in choosing rows; any-hit rate near 1.5%.
